# Assay outcomes: PubChem BioAssay, several laboratories
# Rpn11 inh – Rpn11 (PSMD14) deubiquitinase inhibitors, primary screen, biochemical, fluorescence polarization, uHTS; 26S proteasome non-ATPase regulatory subunit 14 (Homo sapiens), O00487; human 26S proteasome, Ub4-pepOG fluorescence polarization; 20S core pre-blocked with epoxomicin; calls only at 20 µM; 0.59% of 360,000 active;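 active = inhibition at 20 µM, scaled to each plate's controls, above about 33%, limit read from the data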
# CSN inh – inhibitors of CSN-mediated cullin deneddylation, primary screen, biochemical, fluorescence polarization, uHTS; COP9 signalosome complex subunit 5 (Homo sapiens), Q92905; Purified CSN, SCF-Nedd8-OG deneddylation; inhibition, % at 12.5 µM; 0.38% of 360,000 active;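 active = pattern-corrected inhibition above about 35%, with an unprinted fluorescence ratio check between 0.5 and 1.5, limit read from the data, passing the limit was not always enough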;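 note: 0% = enzyme with substrate and 100% = substrate without enzyme; some results filed as inactive read as strong as hits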
#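 Detection – fluorescence polarization · System – HEK293T-derived human Csn5 enzyme · Controls – substrate-only high control, full reaction low control · Timing – 90 min, room temperature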
# Neddylation inh – inhibitors of cullin neddylation, primary screen, biochemical, TR-FRET, uHTS, NAE and Ubc12; calls only at 25 µM; 0.58% of 360,000 active; NEDD8-conjugating enzyme Ubc12 (Homo sapiens) + NEDD8-activating enzyme E1 regulatory …; in the data active = inhibition above about 36%
# SUMO1 PPI mod – modulators of SUMO1 protein-protein interactions, primary screen, biochemical, uHTS; inhibition, % at 20 µM; 0.33% of 360,000 active; SUMO1 binding to a labelled peptide, TR-FRET, 1 h; in the data active = inhibition above about 37%
# Target sequence (P63165 whole entry, looked up): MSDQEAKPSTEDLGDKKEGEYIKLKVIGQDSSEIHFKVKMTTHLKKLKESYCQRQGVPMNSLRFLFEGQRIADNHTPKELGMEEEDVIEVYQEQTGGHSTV
# DNMT1 inh – human DNMT1 methyltransferase inhibitors, primary screen, biochemical, molecular beacon, fluorescence, HinP1I cleavage, uHTS | DNA (cytosine-5)-methyltransferase 1 (Homo sapiens), P26358 | inhibition (reported as % activation of signal), % at 10 µM | 0.83% of 360,000 active | AID 588458, 2011; in the data active = inhibition above about 50%
# LMPTP block – LMPTP phosphatase inhibitors, primary screen, biochemical, fluorescence intensity, uHTS; AID 651560, 2012; inhibition, % at 20 µM; 0.22% of 360,000 active; recombinant LMPTP-A, OMFP fluorogenic substrate;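 active = compounds that cut the enzyme signal by at least half of the control window in the single-dose screen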;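 note: plate controls were DMSO wells with enzyme plus substrate for no effect and substrate without enzyme for full effect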
# Target sequence (P24666 whole entry, looked up): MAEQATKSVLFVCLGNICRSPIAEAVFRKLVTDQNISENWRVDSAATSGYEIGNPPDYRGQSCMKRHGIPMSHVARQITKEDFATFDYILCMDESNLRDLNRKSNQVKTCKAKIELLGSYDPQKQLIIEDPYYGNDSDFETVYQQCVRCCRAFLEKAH
#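 Test system: LMPTP-A, protein tyrosine phosphatase of low molecular weight; Input: 0.625 nM enzyme; Incubation: 50 min dark incubation at room temperature; Signal: endpoint fluorescence intensity from OMFP dephosphorylation; Read-out basis: % inhibition versus control wells.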
# STEP inh – STEP phosphatase inhibitors, primary screen, biochemical, fluorescence intensity, uHTS | Tyrosine-protein phosphatase non-receptor type 5 (Homo sapiens), P54829 | recombinant STEP, OMFP fluorogenic substrate | inhibition, % at 20 µM | 0.25% of 360,000 active;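 active = inhibition at 20 µM, scaled per plate between control wells, above about 37%, limit read from the data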;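 note: 0% = DMSO with enzyme and substrate and 100% = substrate only without enzyme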
# Target sequence (P54829 whole entry, looked up): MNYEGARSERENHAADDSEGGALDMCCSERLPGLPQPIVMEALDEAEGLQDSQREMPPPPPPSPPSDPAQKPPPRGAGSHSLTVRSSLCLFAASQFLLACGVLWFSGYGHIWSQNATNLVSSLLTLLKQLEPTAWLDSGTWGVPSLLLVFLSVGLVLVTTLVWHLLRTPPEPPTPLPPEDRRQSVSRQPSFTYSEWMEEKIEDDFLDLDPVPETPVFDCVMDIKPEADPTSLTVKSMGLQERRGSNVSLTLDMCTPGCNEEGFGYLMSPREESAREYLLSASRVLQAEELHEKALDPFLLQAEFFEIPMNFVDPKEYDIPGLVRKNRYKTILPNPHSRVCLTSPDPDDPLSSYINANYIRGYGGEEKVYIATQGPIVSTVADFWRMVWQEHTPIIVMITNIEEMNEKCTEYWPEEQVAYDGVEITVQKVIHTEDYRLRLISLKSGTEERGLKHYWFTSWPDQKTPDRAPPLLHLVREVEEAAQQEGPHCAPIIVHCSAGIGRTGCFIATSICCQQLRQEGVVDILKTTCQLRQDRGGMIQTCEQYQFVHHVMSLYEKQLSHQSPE
#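 Assay system: isolated STEP enzyme. Buffer or medium: pH 6.0 Bis-Tris with DTT and Tween 20. Also added: fluorogenic phosphatase substrate OMFP at 25 µM final. Dosing: 20 µM, 1% DMSO. Timing: 20 min reaction, room temperature, in the dark. Measured by: fluorescence intensity, excitation 480 nm, emission 540 nm. Evaluation: normalized % inhibition.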
# Scp1 inh – Scp-1 phosphatase inhibitors, primary screen, biochemical, colorimetric, uHTS; Carboxy-terminal domain RNA polymerase II polypeptide A small phosphatase 1 (Homo …; Recombinant Scp1, phosphopeptide, malachite green phosphate absorbance; inhibition, % at 20 µM; 0.88% of 340,000 active; AID 493091, 2011;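 active = inhibition above about 50% at 20 µM, limit read from the data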;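 note: plate controls were DMSO wells with enzyme for no effect and wells lacking enzyme for full effect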
# Target sequence (Q9GZU7 76-261 limits assumed): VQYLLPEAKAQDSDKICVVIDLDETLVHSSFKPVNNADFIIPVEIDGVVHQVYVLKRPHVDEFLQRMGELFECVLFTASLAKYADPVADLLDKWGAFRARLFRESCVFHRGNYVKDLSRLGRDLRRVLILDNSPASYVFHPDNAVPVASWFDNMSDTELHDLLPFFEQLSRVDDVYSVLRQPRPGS
#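 Assay system: SCP-1 catalytic fragment, aa 76-261 | Buffer or medium: Tris acetate buffer pH 5.5 with MgCl2 and Tween-20 | Compound: One concentration, 20 µM, with 1.0% DMSO | Also added: Phospho 17-mer peptide substrate | Signal: Absorbance at 630 nm | Incubation: 45 min enzyme reaction at room temperature | Measure: % inhibition of SCP-1 phosphate liberation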
# Rin1 Abl inh – inhibitors of Rin1-Abl protein binding, primary screen, biochemical, TR-FRET; Tyrosine-protein kinase ABL1 (Homo sapiens) + Ras and Rab interactor 1 (Homo sapiens), …; inhibition, % at 7.35 µM; 0.4% of 360,000 active; in the data active = inhibition above about 5%, passing the limit was not always enough
# NadD inh – inhibitors of S. aureus NadD, primary screen, biochemical, colorimetric, uHTS. purified NadD enzyme, colorimetric absorbance read-out. inhibition, % at 20 µM. 0.78% of 360,000 active; in the data active = inhibition above about 26%; note: some compounds past the cut are filed as inactive
# * = called active by the depositor; i = inactive; x = no result given; + = active, no number.
smiles	Rpn11 inh	CSN inh	Neddylation inh	SUMO1 PPI mod	DNMT1 inh	LMPTP block	STEP inh	Scp1 inh	Rin1 Abl inh	NadD inh
CCN(CC)c1nc(N2CCN(C)CC2)nc2ccccc12	i	1.5	i	7.8	-0.6	1.9	1.3	-4.7	-0.2	-6.4
CCOc1ccc(S(=O)(=O)n2nc(C)cc2C)cc1	i	-4.3	i	6.5	-0.2	0.1	3.6	-9.6	-0.8	2.5
CSc1nc(N(C)C)nc(N(C#N)CCOC(C)=O)n1	i	-2.5	i	-0.1	3.2	0.6	-4.9	-0.6	3.2	1.5
N#CC1CN(C(c2ccccc2)c2ccccc2)C1	i	6.3	i	0.4	0.3	-1.6	-4.8	-3.7	1.6	-0.9
O=C(CS(=O)(=O)c1ccc(F)cc1)Nc1nnc(-c2cccs2)o1	i	-0.5	i	0.8	2.0	-1.1	2.4	-2.8	-2.6	3.6
Cc1nc(C)c(C(=O)Nc2ccc(C)c(F)c2)o1	i	-0.7	i	-2.7	-10.1	-1.1	1.3	3.1	-0.8	5.4
CCN(CC)c1ccc(/C=N\NC(N)=O)cc1	i	-4.6	+	-10.0	-7.5	-0.4	-0.3	-7.6	-4.0	1.3
CC(C)(Oc1ccc(Cl)cc1)C(=O)NCc1n[nH]c(=O)c2ccccc12	i	-1.2	i	-0.7	0.7	-2.1	-0.4	-9.0	-0.3	-1.6
C[C@]12c3[nH]c4cc(-c5ccco5)ccc4c3CCN1C(=O)[C@@H](CC(=O)NCC13CC4CC(CC(C4)C1)C3)C[C@@H]2C(=O)N1CCCCC1	+	22.8	x	-1.2	-23.9	4.8	1.2	4.1	0.8	50.4*
COC(=O)CCSc1cc([N+](=O)[O-])cc2c1c(C1OCCO1)nn2-c1ccccc1	i	-8.3	i	-32.9	-0.3	1.0	3.6	-4.6	-3.2	-5.9
COc1ccccc1NS(=O)(=O)/C=C/c1ccccc1	i	-1.0	i	5.4	2.8	0.0	0.5	-11.1	-3.2	-6.8
COc1ccc(OCCOCC(O)CN2CCOCC2)cc1 (stereo not drawn)	i	-3.9	i	4.0	2.3	-3.1	2.4	1.0	-3.0	-1.6
CN(C)/C=C1\C(=O)Nc2ccccc21	i	9.1	i	-8.2	-0.5	-1.0	-3.7	-3.6	-4.7	2.6
CC1(C(=O)NS(=O)(=O)c2ccc(F)cc2F)CCN1C(=O)c1ccc(C2CCCCC2)cc1 (stereo not drawn)	i	-2.8	i	6.5	3.0	-1.0	-2.1	x	-1.3	-0.5
CC(=O)C1=C(C)N(Cc2ccccc2)C(=O)N[C@H]1CCc1ccccc1	i	-3.5	i	-4.6	-2.0	-1.0	1.2	-13.9	-1.2	-13.5
CC1CN(c2cc(-c3ccccc3)c3ccccc3n2)CC(C)O1 (stereo not drawn)	i	2.3	i	0.4	0.7	3.0	-0.4	-0.4	-0.3	3.6
CCCc1nc([N+](=O)[O-])c(S(=O)(=O)c2ccccc2)n1CC(C)C	i	-2.0	i	-11.5	14.7	-0.1	-0.3	-3.2	2.9	-8.3
CCN1C(=O)/C(=C2/C=Cc3ccccc3N2C)OC1=S	x	33.3	i	-22.1	-3.0	3.0	-0.1	-4.8	-1.1	3.5
Cc1cccc(NC(=O)c2ccc(NCC3CCCO3)c([N+](=O)[O-])c2)c1 (stereo not drawn)	i	11.3	i	-16.2	2.1	2.8	-2.1	-13.1	-0.9	-12.5
O=C(O)CCN1C(=O)/C(=C/c2ccc(-c3nc4ccccc4s3)o2)SC1=S	+	193.0	i	91.0*	98.6*	3.0	69.8*	46.0	0.7	29.6

# Quoted from the results shown (two entries):
smiles	Rpn11 inh	CSN inh	Neddylation inh	SUMO1 PPI mod	DNMT1 inh	LMPTP block	STEP inh	Scp1 inh	Rin1 Abl inh	NadD inh
Cc1cccc(NC(=O)c2ccc(NCC3CCCO3)c([N+](=O)[O-])c2)c1 (stereo not drawn)	i	11.3	i	-16.2	2.1	2.8	-2.1	-13.1	-0.9	-12.5
O=C(O)CCN1C(=O)/C(=C/c2ccc(-c3nc4ccccc4s3)o2)SC1=S	+	193.0	i	91.0*	98.6*	3.0	69.8*	46.0	0.7	29.6

# Entries above with fluorine:
smiles	Rpn11 inh	CSN inh	Neddylation inh	SUMO1 PPI mod	DNMT1 inh	LMPTP block	STEP inh	Scp1 inh	Rin1 Abl inh	NadD inh
O=C(CS(=O)(=O)c1ccc(F)cc1)Nc1nnc(-c2cccs2)o1	i	-0.5	i	0.8	2.0	-1.1	2.4	-2.8	-2.6	3.6
Cc1nc(C)c(C(=O)Nc2ccc(C)c(F)c2)o1	i	-0.7	i	-2.7	-10.1	-1.1	1.3	3.1	-0.8	5.4
CC1(C(=O)NS(=O)(=O)c2ccc(F)cc2F)CCN1C(=O)c1ccc(C2CCCCC2)cc1 (stereo not drawn)	i	-2.8	i	6.5	3.0	-1.0	-2.1	x	-1.3	-0.5

# Following part
smiles	Rpn11 inh	CSN inh	Neddylation inh	SUMO1 PPI mod	DNMT1 inh	LMPTP block	STEP inh	Scp1 inh	Rin1 Abl inh	NadD inh
COc1ccc(CCNC(=O)Nc2nnc([C@@H]3C[C@H](O)[C@@H](CO)O3)s2)cc1OC	i	-0.8	i	-1.4	4.7	-2.5	-4.3	x	-0.6	-1.3
COc1ccc(CN(C)C2CCCCC2)cc1	i	3.2	i	1.0	4.6	-2.0	2.6	-4.1	-1.1	-4.0
O=C(O)c1ccc(Cn2cnc3c(=O)[nH]cnc32)cc1	i	-3.6	i	6.2	0.5	-1.5	1.7	-10.4	1.4	3.3
CSCCC(NC(=O)c1cccc(C)c1)C(=O)OCC(=O)Nc1c(C)nn(-c2ccccc2)c1C (stereo not drawn)	i	3.5	i	0.3	1.0	0.4	-0.8	11.7	1.9	-5.9
Cc1ccc(S(=O)(=O)c2ncccc2[N+](=O)[O-])cc1	i	1.8	i	-26.9	5.2	-0.1	-0.4	-7.7	-0.2	-6.3
COC(=O)c1sc2cc(=O)n(-c3cccc(C(F)(F)F)c3)nc2c1O	i	-3.1	i	-14.5	-1.1	-0.6	3.6	-2.5	3.3	0.2
CCO/C(C)=C1\N=C(c2ccc(Cl)cc2)OC1=O	i	-5.5	i	-1.0	5.9	-0.1	-1.2	-2.9	0.4	7.1
O=C(Nc1ccccc1C(=O)Nc1ccc2c(c1)OCO2)c1ccco1	i	-3.9	i	-6.1	3.8	0.0	-15.6	-6.2	2.7	-2.3
CCOC(=O)N1CCC(NC(=O)c2ccc(OC)c(CN3CC(=O)N4CCCC4C3=O)c2)CC1 (stereo not drawn)	i	-5.5	i	0.0	3.2	-0.8	2.3	-3.1	-1.2	-4.6
CC(=O)c1cccc(N2Cc3ccccc3C2=NC(=O)CCl)c1	i	-1.9	i	-5.0	0.6	-1.7	1.3	6.3	3.9	0.1
Cc1ccc(-c2nnc(NC(=O)Cc3ccc(F)cc3)o2)c(C)c1	i	-1.7	i	-3.2	-0.4	-0.9	-0.8	-9.1	-0.4	6.1
O=C(CSc1nccc(=O)[nH]1)Nc1ccc(Oc2ccccc2)cc1	i	1.1	i	8.1	-4.4	0.0	3.0	-5.1	1.2	-5.0
CCn1nc(C(=O)NNC(=O)COc2ccc(OC)cc2)c2ccccc2c1=O	i	0.2	i	-0.7	-3.0	-2.4	-0.4	6.0	-0.1	-2.8
COc1ccc(NC(=O)C/C(C)=N/NC(=O)C(=O)NC2CCCCC2)c(OC)c1	i	1.9	i	-3.3	-6.2	-0.8	-2.3	-7.0	-2.9	-4.1
Cn1cc(C(=O)N/N=C/c2cccc(O)c2)ccc1=O	i	-10.2	i	-6.5	-1.5	-1.2	0.8	-0.9	0.3	-2.1
O=C(NC1CCN(C(=S)Nc2ccccc2Cl)CC1)C1CCCCC1	i	-0.4	i	5.7	4.8	-0.1	2.3	-3.1	0.2	0.1
Cn1c(SCC(=O)Nc2ccc(N3CCOCC3)cc2)nnc1-c1ccccc1	i	-2.6	i	-5.1	-2.7	-1.4	-0.3	1.5	0.1	-4.5
Cc1c(C(=O)N2CCC(C)(C(=O)NS(=O)(=O)C3CC3)C2)oc2ccccc12 (stereo not drawn)	i	3.7	i	4.4	0.1	0.4	1.5	x	0.1	3.3
CC(=O)Nc1ccc(C(=O)OCC(=O)c2cccc([N+](=O)[O-])c2)cc1	i	-2.2	i	-17.1	-4.3	0.3	3.3	-8.0	-1.3	-4.6
Cc1ccc2c(cnn2C(=O)CCC(=O)N2CCCCC2C)c1 (stereo not drawn)	i	-5.2	i	0.3	3.6	-1.8	11.2	-1.2	-2.1	-5.2
Cc1ccc(S(=O)(=O)Nc2cccc(C(=O)NCC(c3ccco3)N3CCCC3)c2)cc1F (stereo not drawn)	i	0.8	i	3.9	-1.6	1.1	2.8	-3.5	3.6	-1.8
CCC(C)NC(=O)CN1C(=O)CSc2ccc(S(=O)(=O)N3CCCC3)cc21 (stereo not drawn)	i	-1.0	i	7.0	1.3	0.3	1.4	35.9	1.7	-3.1
CCn1cc(CCC(=O)NCCc2ccccc2)c2ccccc21	i	0.1	i	2.9	0.4	0.9	-0.9	-15.6	-2.2	-3.0
CC(C)(C)N1C(=O)[C@H]2[C@@H](c3ccc(Br)cc3)N3C(=O)N(c4cccc(Cl)c4)C(=O)[C@@]3(C)[C@H]2C1=O	i	-0.3	i	3.9	-8.7	2.8	-1.8	-6.5	-4.8	-2.4
CCCc1nnc(NC(=O)CCC(=O)NC2CCCCC2)s1	i	-3.7	i	0.1	0.0	-0.1	2.1	-15.8	1.6	1.9
Cc1ccc2cc(CCNS(=O)(=O)c3ccc(F)cc3)c(=O)[nH]c2c1	i	-0.9	i	3.6	0.8	-1.3	1.2	-16.1	1.0	-2.1
C[C@@H]1O[C@@H](O[C@H]2[C@H](O[C@H]3C[C@]4(C)C(C[C@@H](O)C5C([C@]6(C)CC[C@@H](C(C)(C)O)O6)CC[C@]54C)[C@@]4(C)CC[C@H](O)C(C)(C)C34)O[C@H](CO)[C@@H](O)[C@@H]2O)[C@H](O)[C@H](O)[C@H]1O (stereo partly drawn)	i	2.0	i	8.9	6.6	2.4	2.0	4.9	0.8	1.0
Cc1nnnn1/C(=C\c1ccccc1)C(=O)OCC(=O)Nc1cccc(S(=O)(=O)N(C)C)c1	i	-3.5	i	5.7	-1.4	-1.3	-0.5	-2.8	-1.4	1.8
